# Screening results (PubChem)
# TRHR enhancer = allosterically enhances the human TRH receptor | P34981 | TRHR cells, fluo-8 calcium fluorescence, EC20 TRH enhancement | enhancement, % at 2 µM | hit rate 0.66% among 360,000; in the data active = enhancement above about 30%; note: 0% is about no effect
# Target sequence (P34981 whole entry, looked up): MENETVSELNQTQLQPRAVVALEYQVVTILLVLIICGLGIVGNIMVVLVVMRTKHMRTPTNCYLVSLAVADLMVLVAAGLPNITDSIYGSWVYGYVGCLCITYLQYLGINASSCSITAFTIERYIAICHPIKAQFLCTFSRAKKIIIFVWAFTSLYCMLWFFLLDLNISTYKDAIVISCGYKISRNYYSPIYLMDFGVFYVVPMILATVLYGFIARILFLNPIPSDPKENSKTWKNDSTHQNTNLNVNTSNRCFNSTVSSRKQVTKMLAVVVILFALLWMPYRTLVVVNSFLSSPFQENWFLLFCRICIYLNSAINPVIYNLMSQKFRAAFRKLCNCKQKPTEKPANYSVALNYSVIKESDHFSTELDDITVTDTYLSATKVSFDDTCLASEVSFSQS
#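 TRHR-expressing cells loaded with fluo-8 calcium dye were read kinetically (ex 480/em 530) during compound addition, then stimulated with an EC20 of TRH (10 nM final). Enhancement of the Gq-mediated intracellular calcium response was scored.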
# D2 potentiator = D2 dopamine receptor (human) potentiation; HEK293 T-REx D2, calcium flux, EC20 dopamine potentiation; potentiation, % at 10 µM; hit rate 0.34% among 340,000;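 active = potentiation over 3 SD above the plate norm, cut at about 30% in these data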; note: 0% is about no effect
# Target sequence (P14416 whole entry, looked up): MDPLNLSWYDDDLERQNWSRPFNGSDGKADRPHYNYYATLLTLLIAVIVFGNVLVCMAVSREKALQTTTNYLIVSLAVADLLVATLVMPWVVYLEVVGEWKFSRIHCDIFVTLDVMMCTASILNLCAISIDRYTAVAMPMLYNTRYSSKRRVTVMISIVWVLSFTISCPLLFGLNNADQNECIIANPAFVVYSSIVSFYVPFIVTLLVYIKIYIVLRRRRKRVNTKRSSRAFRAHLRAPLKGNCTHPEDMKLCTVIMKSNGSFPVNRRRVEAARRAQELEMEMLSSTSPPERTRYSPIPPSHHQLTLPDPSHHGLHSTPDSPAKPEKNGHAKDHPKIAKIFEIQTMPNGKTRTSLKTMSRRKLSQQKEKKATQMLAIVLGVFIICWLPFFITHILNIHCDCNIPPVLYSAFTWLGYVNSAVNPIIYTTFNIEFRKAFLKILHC
#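 Cells plated with tetracycline inducer and held overnight at 30 C; calcium dye loaded 30–90 min at room temperature; baseline taken, compound added and read 180 s; EC20 dopamine then added and read 180 s.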
# D2 antag = antagonizes the human D2 dopamine receptor; P14416; HEK293 TREx D2 cells, calcium flux, dopamine EC80; inhibition, % at 10 µM; hit rate 2% among 340,000; in the data active = inhibition above about 30%; note: 0% is about no effect
#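 Overnight-induced (tetracycline, 30 C) HEK293 T-REx cells carrying force-coupled D2 receive a no-wash calcium dye, then compound, then EC80 dopamine at 180 s; signals are read kinetically throughout.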
# D1 potentiator = potentiators of human D1 dopamine receptor; HEK293 TREx D1 cells, calcium flux, dopamine EC20 potentiation; hit rate 0.036% among 360,000; potentiation, % at 10 µM; in the data active = potentiation above about 30%; note: 0% is about no effect
# RXFP1 antag = blocks the human relaxin receptor RXFP1. HEK293-RXFP1, relaxin-stimulated cAMP HTRF, 30 min; stronger effect = lower value. activity change, negative = inhibition, % at 57.5 µM. hit rate 0.59% among 350,000. AID 1259400;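 active = activity change of -60% or lower, but not beyond a set lower limit; inconclusive = change between -60% and -40%, or beyond the set limit; inactive = change above -40%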; note: % is set by controls: 0 for no effect and ±100 for the full control effect
# D1 antag = blocks dopamine activation of the human D1 receptor | hit rate 3.2% among 360,000 | activity change, negative = inhibition, % at 10 µM | HEK293 TREx D1 cells, calcium flux, dopamine EC80; stronger effect = lower value | P21728; in the data active = activity change below about -30%; note: % is set by controls: 0 for no effect and ±100 for the full control effect
#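 Calcium flux readout: force-coupled, inducible Hek293 Trex D1 line, cells induced overnight at 30 C with tetracycline, dye-loaded 30–90 min at RT. Antagonism scored against EC80 dopamine challenge given 180 s after compound.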
# TRHR agonist = TRH receptor (human) agonism; TRHR cells, calcium flux fluo-8, FDSS agonist mode; activation, % at 2 µM; hit rate 0.18% among 360,000; note: 0% is about no effect
#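 Read-out: compound-evoked intracellular calcium rise in TRHR cells, fluo-8 dye, kinetic FDSS fluorescence at 1 s/cycle following a 10-cycle baseline. Cells cultured overnight before dye loading (30 min–1.5 h, RT).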
# D2 ag = agonists of human D2 dopamine receptor. HEK293 T-REx D2 cells, calcium flux agonist mode. activation, % at 2 µM. P14416. hit rate 0.53% among 340,000;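 active = activation over 3 SD above normal in the single-dose calcium agonist read, cut at about 30% in these data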; note: 0% is about no effect
#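 HEK293 Trex D2 cells, tetracycline-induced, o/n 30 C 5% CO2; no-wash Ca dye, RT 30–90 min; 10-cycle baseline, 23 nl cpd added, kinetic Ca read 180 s; agonist hits = positive Ca response.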
# D1 ag = activates the human D1 dopamine receptor. P21728. AID 504660. HEK293 T-REx D1 cells, calcium flux, agonist mode. activation, % at 2 µM. hit rate 1% among 360,000; note: 0% is about no effect
#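 Inducible HEK293 T-REx D1 cells, force-coupled to calcium signalling, were plated at 4000 cells/well with tetracycline and held overnight at 30 C. After no-wash calcium dye loading, compound-evoked calcium rise over 180 s flagged agonists.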
# Starred values were filed as active, the others as inactive; ? = inconclusive; / = not tested or not shown; & = joins results of further samples. Cut-off read from the data, not from the text of the source, unless noted: active = activation above about 30%; inactive = the rest.
SMILES,TRHR enhancer,D2 potentiator,D2 antag,D1 potentiator,RXFP1 antag,D1 antag,TRHR agonist,D2 ag,D1 ag
CC(C)C(=O)Nc1nnc(SCC(=O)NCC2CCCO2)s1 (stereo unspecified),-7,7,1,3,3,9,-0.3,-0.4,4
COCCNC(=O)C(c1ccc(C)o1)N(CCOC)C(=O)Cn1nnc2ccccc21 (stereo unspecified),-5,1,2,-4,-3,7,0.7,-0.5,2
Cc1ccc(F)cc1NC(=O)C1CC(=O)N(CCc2ccccc2)C1 (stereo unspecified),-5,-16,16,-1,4,19,-0.5,3.2,3
COc1ccc(C2CC(=O)C(C=NCCN3CCOCC3)=C(O)C2)cc1 (stereo unspecified),6,2,-21,-3,13,-16,0.7,0.0,2
CCn1cc(S(=O)(=O)c2ccccc2)c(=O)c2cc(F)c(N3CCN(c4ccccc4)CC3)cc21,5,-8,/,0,-17,-10,-0.5,-0.4,4
Cc1cccc(/C=N/N2CCN(c3ccccc3)CC2)c1,7,-4,5,0,-2,-1,1.4,0.1,2
COc1cc(/C=N/NC(=O)Cn2cnc3c2c(=O)n(C)c(=O)n3C)ccc1O,-1,1,8,-4,41,-23,1.1,0.1,2
COc1ccc(OCC(=O)OCC(=O)NC2CC2)cc1,1,11,22,1,-9,8,0.5,0.0,2
COc1ccc(N2CCN(C(=O)c3c(C)nn(-c4ccccc4)c3C)CC2)cc1,-2,-4,10,-2,-12,-5,0.1,0.0,9
NC(=O)c1ccc(N=Cc2ccc([N+](=O)[O-])s2)cc1,1,4,2,-3,1,22,1.1,0.6,3
NC(=O)COC(=O)c1c2c(nc3ccccc13)CCC2,1,-5,-8,-3,-1,11,0.2,0.5,3
CCc1nc2ccccc2c(=O)n1NC(=O)c1c(O)c2cccc3c2n(c1=O)CCC3,2,24,-15,-9,-5,9,0.0,0.6,2
CCn1cc(-c2cc(C(=O)O)c3ccccc3n2)cn1,-1,-4,-4,-5,-8,-4,-0.1,0.0,0
O=C(CNC(=O)COc1ccccc1)NCCc1ccccn1,3,4,3,-6,13,-3,-0.2,0.1,1
O=C(NC(=S)Nc1ncc(Br)cc1Br)c1cncc(Br)c1,-4,2,-2,-8,27,-23,1.0,1.0,0
CC1CCN(CC(O)CN2c3ccccc3Sc3ccccc32)CC1 (stereo unspecified),15,-26,71*,-9,4,-89*,1.1,-1.9,33*
CCOC(=O)c1ccccc1NC(=O)c1cc2c(=O)oc3ccc(C)cc3c2s1,-2,/,/,-2,/,1,0.0,/,2
Cc1cccc(CNC(=O)CN2C(=O)CCn3nc(-c4cn(C)c5ccccc45)cc32)c1,3,1,/,-3,-7,1,-0.7,0.4,0
C/C(=N\Nc1nnc(-c2ccccc2)c(-c2ccccc2)n1)c1cccc([N+](=O)[O-])c1,-4,12,9,4,9,-1,0.5,0.4,1
CC(C)c1nn2c(=O)cc(CSc3ccccc3NC(=O)c3ccccc3F)nc2s1,-1,-6,-6,-2,5,-1,0.3,-1.6,1
COc1cccc2c1cc1c(=O)n(CC(=O)NC3CCCCC3)nc(C)n12,5&19,4&1,-15,-2&1,9&-2,-13&21,0.6&0.1,0.4&0.3,1&1
CCCCNCc1cc(OCC)c(OCC)cc1Br,1,-18,-11,-7,-2,3,-0.3,-0.6,3
[O-][n+]1ccc(C2CC2)cc1,-1,4,-8,-1,-6,12,0.4,0.7,0
O=C(C1COc2ccccc2O1)N1CCN(c2ccccn2)CC1 (stereo unspecified),0,5,-13,2,-1,-27,0.4,0.4,5
COCCCNC(=O)Nc1ccc(Br)cc1Cl,2,-12,-8,5,2,9,0.2,0.1,-3

# The listing continues:
SMILES,TRHR enhancer,D2 potentiator,D2 antag,D1 potentiator,RXFP1 antag,D1 antag,TRHR agonist,D2 ag,D1 ag
CCn1c(=O)cc(OCC(=O)N2CCCCCC2)c2ccccc21,3,-2,17,4,-8,-7,-0.2,-0.6,2
CCOC(=O)CNC(=O)/C=C/c1ccc2c(c1)OCO2,3,-2,-13,3,-1,-7,2.9,-1.3,3
CC(N)c1ccc(Cl)cc1Cl (stereo unspecified),6,1,3,5,-2,9,0.8,1.5,2
CCn1nc(C)cc1C(=O)n1nc(C)c(Sc2ncccn2)c1C,-4,-11,-5,-1,1,-10,-2.1,-1.3,13
CC(C)CN(C(=O)c1ccc(=O)n(C)n1)c1nc2ccccc2s1,-2,24,-15,2,5,6,-2.4,-1.2,-4
NS(=O)(=O)c1ccc(N/N=C/c2cn(-c3ccccc3)nc2-c2cccs2)c([N+](=O)[O-])c1,6,7,-18,-6,15,10,-0.7,0.8,3
C[C@@H](C(=O)Nc1ccc2ccccc2c1)[C@H]1C[C@]1(C)[C@H](NP(=O)(c1ccccc1)c1ccccc1)c1ccccc1,-4,-2,-2,2,/,0,-0.1,0.1,0
COc1ccccc1C(=O)Nc1ccc(S(=O)(=O)Nc2ncccn2)cc1,10,-6,/,0,4,-4,0.3,0.3,-2
COc1ccc(Cn2c(=O)n(Cc3ccco3)c(=N)c3c4c(sc32)COC(C)(C)C4)cc1,-4,2,8,-5,-2,-6,-1.3,-0.2,3
CCNC(=S)NNC(=O)c1cc(C)nc2ccccc12,-1,3,4,-2,0,1,0.1,1.1,2
CCn1c(/C=C2\C(=O)N(C)c3ccccc32)nc2ccccc2c1=O,10,5,-12,-3,-9,20,-0.3,-0.5,1
Cc1ccc(Sc2c([N+](=O)[O-])c(=O)n(C)c3ccccc23)cc1,-8,1,3,-8,-18,12,0.4,-0.5,-1
Cc1ccnn1CCC(=O)N1CCCC(Nc2ccc(F)c(F)c2)C1 (stereo unspecified),11,/,/,-11,15,-18,0.0,/,15
OCCn1c(-c2ccccc2)csc1=Nc1ccccc1,-3,-3,4,-1,-3,-46*,-0.2,-2.1,1
C=CCOc1cccc(/C=N/NC(=O)C(=O)NCc2ccco2)c1,-1,-4,9,-6,-1,10,-0.8,-0.8,2
CC(=O)Nc1ccccc1C,2,-1,-4,-5,/,/,-0.1,1.1,1
O=c1cc(-c2ccc(F)cc2)nc(SCc2nc(-c3ccc(Cl)cc3)no2)[nH]1,43*,2,/,-2,-5,-9,0.1,0.9,2
Cc1ccc(S(=O)(=O)NC(=O)CSc2nc3ccccc3s2)cc1,0,-1,5,4,15,-6,-0.4,0.5,1
Nc1nonc1-n1nnc(C(=O)N/N=C/c2c[nH]c3ccccc23)c1-c1ccccc1,0,-5,-3,0,-8,3,-0.3,-0.4,1
CCN1CCN(C(=O)c2ccc3c(c2)N(Cc2ccccc2F)C(=O)c2ccccc2S3=O)CC1 (stereo unspecified),3,-18,/,-1,/,-4,0.1,0.0,2
Cc1cccc(C)c1NC(=O)CS(=O)CC(=O)N1CCN(c2ccccc2)CC1 (stereo unspecified),-1,6,-1,-2,-10,-4,0.4,0.5,0
COc1cccc(NC(=O)Nc2cccn(Cc3ccccc3)c2=O)c1,-6,9,6,1,-6,3,-0.1,0.4,6
O=C(Nc1ccc2ccccc2n1)Nc1ccccc1F,-2,-7,8,-1,-9,9,0.6,-0.1,5
CC1Nc2ncnc(N3CCOCC3)c2N(Cc2ccccc2)C1=O (stereo unspecified),5,12,6,-5,/,-2,0.5,0.6,1
O=C(NCCc1ccncc1)C(F)(F)F,1,7,7,9,0,6,1.2,0.8,3

# Whole records, looked up by structure.
# Nc1nonc1-n1nnc(C(=O)N/N=C/c2c[nH]c3ccccc23)c1-c1ccccc1 reads TRHR enhancer = 0; D2 potentiator = -5; D2 antag = -3; D1 potentiator = 0; RXFP1 antag = -8; D1 antag = 3; TRHR agonist = -0.3; D2 ag = -0.4; D1 ag = 1
# O=C(Nc1ccc2ccccc2n1)Nc1ccccc1F reads TRHR enhancer = -2; D2 potentiator = -7; D2 antag = 8; D1 potentiator = -1; RXFP1 antag = -9; D1 antag = 9; TRHR agonist = 0.6; D2 ag = -0.1; D1 ag = 5

# Results in D1 ag, TRHR enhancer and D2 potentiator, for some of the entries so far:
SMILES	D1 ag	TRHR enhancer	D2 potentiator
COc1cccc(NC(=O)Nc2cccn(Cc3ccccc3)c2=O)c1	6	-6	9
Nc1nonc1-n1nnc(C(=O)N/N=C/c2c[nH]c3ccccc23)c1-c1ccccc1	1	0	-5
O=C(Nc1ccc2ccccc2n1)Nc1ccccc1F	5	-2	-7
COc1ccccc1C(=O)Nc1ccc(S(=O)(=O)Nc2ncccn2)cc1	-2	10	-6
C[C@@H](C(=O)Nc1ccc2ccccc2c1)[C@H]1C[C@]1(C)[C@H](NP(=O)(c1ccccc1)c1ccccc1)c1ccccc1	0	-4	-2

# Going on with the list:
SMILES,TRHR enhancer,D2 potentiator,D2 antag,D1 potentiator,RXFP1 antag,D1 antag,TRHR agonist,D2 ag,D1 ag
O=C(Nc1ccc(N2CCN(C(=O)c3ccccc3)CC2)cc1)c1ccc2c(c1)OCO2,-4,-3,-25,-9,-8,-13,-0.7,-0.1,5
CCOC(=O)c1ccccc1OC(=O)CS(=O)c1ccccc1[N+](=O)[O-] (stereo unspecified),-1,-3,-2,-1,8,-32*,-1.2,-1.4,0
CCOc1cc2[nH]c(=S)n(CCCC(=O)NCc3ccco3)c(=O)c2cc1OCC,3,16,-11,-5,?,31,-2.0,0.4,1
Cc1ccc(S(=O)(=O)N2CCN(c3ccc(S(=O)(=O)N4CCOCC4)cn3)CC2)cc1,7,-10,18,-2,-4,1,-0.7,0.7,2
CC(C)CC(=O)Nc1ccc(C(=O)CN2CCC(C)CC2)cc1,10,/,/,0,-10,1,0.6,/,1
COc1ccc(CNC(=O)CSc2n[nH]c(-c3ccc(OC)cc3)n2)cc1,0,-1,/,-3,-12,9,0.1,0.3,-1
O=C(COC(=O)COc1ccccc1)NC1CCCc2ccccc21 (stereo unspecified),3,/,/,1,-6,-1,-0.3,/,2
COc1ccc(NC(=O)CCCn2nc(C)c3c(C)n(-c4ccccc4)nc3c2=O)cc1OC,1,3,-6,-2,-20,-53*,0.2,-1.2,0
COC(=O)c1cccc(NC(=S)Nc2ccccc2Cl)c1,5,5,-10,-3,-3,7,0.3,0.0,3
COc1ccc(NC(=O)Cn2nc(-c3ccccc3)c3cnc4ccc(C)cc4c32)cc1,-6,11,/,-1,-6,-24,0.6,-0.5,1
COc1ccc(NC(=O)c2ccco2)cc1NC(=O)COc1ccc(C)c(C)c1,7,-1,/,2,-13,0,-0.7,-0.7,-1
CCCN1C2CCCC1CC(NC(=O)NC13CC4CC(CC(C4)C1)C3)C2 (stereo unspecified),-4,-3,9,-7,-5,-4,0.0,1.2,2
CC(C)CN1CCC(=O)N([C@H](CO)Cc2ccccc2)CC1,0,-9,14,-3,/,8,0.0,1.4,2
COc1cnc(-c2ccccn2)nc1Sc1ccccc1,-4,6,-4,4,-15,9,1.4,0.0,3
COCCn1cc(C(=S)N2CCOCC2)c2ccccc21,1,-12,-16,2,-8,8,-0.6,-0.9,0
COc1ccc(CCNC(=O)CCc2nc3sc4c(c3c(=O)[nH]2)CCCC4)cc1,0,-2,-6,-4,-18,-24,0.2,1.0,7
Cc1[nH]nc2c1C1(CCOCC1)C(C#N)=C(N)O2,8,-3,6,4,22,3,0.4,0.6,0
O=[N+]([O-])c1cc(Cl)cc(/C=N/NC(=S)Nc2ccc(S(=O)(=O)N3CCOCC3)cc2)c1O,2,-5,1,-4,-4,18,2.0,-1.5,2
CCCC(=O)Nc1ccc(S(=O)(=O)N2CCCC2)cc1,-7,-4,29,-4,-7,-2,0.5,0.0,4
